# CHO-K1 Ca ag = counter-screen for M1 agonists: effect in parental CHO-K1 cells; activation, % at 3 µM; actives 0.48% (n = 360,000); Fluo-8 calcium fluorescence; scaled to maximal ATP response, vehicle zero; in the data active = activation above about 15%;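 note: untransfected CHO-K1 host cells lacking M1 receptor as counterscreen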
# V1aR counter = agonists of human V1a receptor, primary screen, counter-screen for OXTR agonist project, fluorescence, CHO-V1R cells | activation, % at 3 µM | actives 0.25% (n = 320,000) | Fluo-8 calcium fluorescence, agonist mode; 0% DMSO, 100% 3 nM vasopressin | Vasopressin V1a receptor (Homo sapiens), P37288;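 active = activation above the mean activation of all tested compounds plus 3 SD, per screening run, cut at about 20% in these data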;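 note: signal is peak over basal fluorescence ratio across a 100 second FLIPR read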
# Target sequence (P37288 whole entry, looked up): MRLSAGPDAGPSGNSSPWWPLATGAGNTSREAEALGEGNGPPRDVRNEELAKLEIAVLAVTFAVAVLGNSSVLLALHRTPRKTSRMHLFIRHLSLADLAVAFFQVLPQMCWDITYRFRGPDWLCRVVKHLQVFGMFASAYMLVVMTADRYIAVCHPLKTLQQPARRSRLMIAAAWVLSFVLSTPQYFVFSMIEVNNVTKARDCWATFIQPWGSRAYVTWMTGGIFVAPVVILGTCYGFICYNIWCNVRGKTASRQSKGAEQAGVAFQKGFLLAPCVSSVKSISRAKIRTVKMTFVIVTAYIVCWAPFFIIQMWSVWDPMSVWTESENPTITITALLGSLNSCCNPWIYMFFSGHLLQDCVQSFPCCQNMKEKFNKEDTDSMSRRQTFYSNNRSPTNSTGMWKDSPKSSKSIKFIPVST
# M1 PAM parental = nonselective calcium activators in parental CHO-K1 cells, primary screen, counter-screen for M1 PAM project, cell-based, Fluo-8 calcium fluorescence, full deck, 1536-well; activation, % at 3 µM; actives 0.02% (n = 360,000); ATP EC20; 0% at ATP EC20, 100% at ATP max;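 active = activation above the run cutoff, the mean activation of all test compounds plus 3 SD, cut at about 40% in these data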;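 note: peak over basal fluorescence ratio in a 140 s read after ATP addition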
# OXTR ag = human OXTR agonists, primary screen, fluorescence, CHO-OTR cells, Fluo-8 calcium | Oxytocin receptor (Homo sapiens), P30559 | Fluo-8 calcium fluorescence; normalized: DMSO 0%, oxytocin 100% | activation, % at 3 µM | actives 0.32% (n = 320,000) | AID 2435, 2010;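 active = activation above the mean of all tested compounds plus 3 SD, cutoff set per screening run, cut at about 20% in these data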;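 note: peak over basal fluorescence ratio from a 100 s FLIPR kinetic read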
# OXTR potentiator = human OXTR potentiators, primary screen, fluorescence, CHO-OTR cells, Fluo-8 calcium. Oxytocin receptor (Homo sapiens), P30559. Fluo-8 calcium fluorescence, potentiator mode; 0% = oxytocin EC15, 100% = EC100. activation, % at 3 µM. actives 0.061% (n = 320,000). AID 2445, 2010;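 active = activation above that plate's cutoff, the mean activation of tested compounds plus 3 SD, cut at about 6.6% in these data, passing the limit was not always enough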;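 note: 100% uses oxytocin at 75 nM as the full agonist control; some results filed as inactive read as strong as hits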
#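 System: human OTR in CHO cells / Also added: sub-maximal oxytocin, roughly EC15 / Control set: EC15 oxytocin low, 75 nM oxytocin high / Schedule: 6 min compound pre-incubation at room temperature, 100 s kinetic read / Compound: single-point 3.0 µM / Replication: singlicate / Technique: Fluo-8 calcium dye fluorescence / Read-out basis: % activation of max/min ratio relative to oxytocin controls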
# GPR7 antagonist = GPR7 receptor antagonists, primary screen, cell-based, fluorescence, single concentration. Neuropeptides B/W receptor type 1 (Homo sapiens), P48145. GPR7-expressing cells, fluorescence antagonist assay. inhibition, % at 4.4 µM. actives 1.1% (n = 290,000); in the data active = inhibition above about 16%, passing the limit was not always enough;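 note: cells stimulated with the agonist NPW; 0% = agonist with vehicle and 100% = vehicle without agonist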
# Target sequence (P48145 whole entry, looked up): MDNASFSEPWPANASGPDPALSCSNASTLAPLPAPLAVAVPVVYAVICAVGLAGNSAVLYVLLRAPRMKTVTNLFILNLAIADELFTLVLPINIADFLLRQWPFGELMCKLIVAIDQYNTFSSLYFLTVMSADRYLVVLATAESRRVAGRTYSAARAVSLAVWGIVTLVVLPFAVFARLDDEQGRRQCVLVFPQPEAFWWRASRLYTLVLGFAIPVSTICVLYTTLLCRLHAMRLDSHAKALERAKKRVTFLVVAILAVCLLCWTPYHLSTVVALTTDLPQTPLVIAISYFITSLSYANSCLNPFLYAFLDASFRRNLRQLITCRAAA
# TAAR1 antag = human TAAR1 antagonists, primary screen, Fluo-8 calcium fluorescence, CHO RD-HGA16 cells; antagonist; inhibition, % at 3 µM; actives 1.5% (n = 360,000);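 active = inhibition above a per-plate cutoff, the mean inhibition of test compounds on that plate plus 3 SD, cut at about 49% in these data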;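 note: 0% = DMSO plus EC80 beta-PEA response and 100% = DMSO alone without agonist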
# Target sequence (Q96RJ0 whole entry, looked up): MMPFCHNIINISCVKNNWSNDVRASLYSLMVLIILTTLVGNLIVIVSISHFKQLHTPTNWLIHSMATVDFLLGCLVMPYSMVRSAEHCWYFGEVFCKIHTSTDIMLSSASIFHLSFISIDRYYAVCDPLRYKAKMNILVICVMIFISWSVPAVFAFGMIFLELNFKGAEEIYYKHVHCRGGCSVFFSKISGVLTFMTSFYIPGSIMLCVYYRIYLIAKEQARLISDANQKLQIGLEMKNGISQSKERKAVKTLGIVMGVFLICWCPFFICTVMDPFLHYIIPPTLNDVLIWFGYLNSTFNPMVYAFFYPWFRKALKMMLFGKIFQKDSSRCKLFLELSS
#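 Material: CHO RD-HGA16 cells bearing hTAAR1; compound dosing: one-point dosing, 3 µM nominal final; schedule: dye loading 75 min at 37 °C, then 30 min room temperature; measured by: calcium fluorescence with Fluo-8; control set: vehicle and agonist controls; replication: n of 1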
# CHO-K1 Ca antag = counter-screen for M1 antagonists: effect in parental CHO-K1 cells | ATP-induced calcium, Fluo-8 fluorescence | inhibition, % at 3 µM | actives 0.6% (n = 360,000) | AID 602250;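 active = inhibition above a per-plate cutoff, the plate's mean sample inhibition plus 3 SD, cut at about 24% in these data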;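 note: 0% = DMSO plus EC80 ATP and 100% = DMSO alone without ATP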
# CHO parental Ca = ATP-evoked calcium signal inhibitors, parental CHO, primary screen, counter-screen for OX1R antagonist project, cell-based, fluorescence, Fluo-8 calcium dye; parental CHO-K1, ATP-induced calcium, Fluo-8 fluorescence; inhibition, % at 5.6 µM; actives 0.63% (n = 330,000); AID 463079, 2010;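 active = inhibition above that plate's mean sample inhibition plus 3 SD, cut at about 26% in these data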;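 note: 0% = ATP-challenged DMSO wells and 100% = DMSO wells without ATP; some compounds past the cut are filed as inactive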
#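 Test system: untransfected parental CHO cell line; also added: ATP stimulus; dosing: 5.6 µM, single dose; signal: calcium-sensitive Fluo-8 fluorescence; measure: percent inhibition of ATP-evoked calcium rise, normalized to controls; benchmarks: low control ATP plus DMSO, high control DMSO only; replication: one well per compound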
# Numbers without * were called inactive; . = not tested or not shown.
SMILES,CHO-K1 Ca ag,V1aR counter,M1 PAM parental,OXTR ag,OXTR potentiator,GPR7 antagonist,TAAR1 antag,CHO-K1 Ca antag,CHO parental Ca
Nc1ncc(Br)cc1S(=O)(=O)NC1CCCCC1,1.4,-1.2,1,-1.2,-10,-11,-21,-13,-7
CCN(CC)S(=O)(=O)N1CCC(C(=O)NCCC2=CCCCC2)CC1,1.3,1.2,15,0.6,-17,-5,-8,-12,5
CC(=O)c1ccc(OCc2cc(C(=O)N(C)C(C)c3ccon3)no2)cc1 (stereo unspecified),2.7,7.8,-5,4.6,-7,-7,-4,1,-6
COCCNC(=S)N(Cc1cccnc1)Cc1ccc(OC)c(OC)c1,-0.2,9.9,-7,-1.0,-2,-4,3,13,-8
COCCCNC(=O)c1ccc(Cn2c(=O)[nH]c3ccccc3c2=O)cc1,0.3,2.2,24,-0.5,-4,-5,-8,-7,-4
Cc1cc(F)ccc1C(O)c1ncc(-c2cccc(OCc3ccccc3)c2)[nH]1 (stereo unspecified),1.2,.,2,.,.,.,16,-8,.
COCCNC(=O)C1(C)CCCN(C(=O)c2cccc3ccccc23)C1 (stereo unspecified),-0.6,.,-7,.,.,.,-19,5,.
CC(=O)Nc1ccc(S(=O)(=O)N2CCCC2C(=O)Nc2ccc3c(c2)OCCO3)cc1 (stereo unspecified),1.2,1.0,13,-0.7,-14,-5,-14,-7,-21
CN1C(=O)N(CC(=O)N2CCN(S(=O)(=O)/C=C/c3ccccc3)CC2)C(=O)C12CCCCC2,1.5,2.4,17,1.4,0,.,-8,-20,-16
Cn1c(=O)c2c(nc(CN3CCc4ccccc4C3)n2CC(=O)c2ccccc2)n(C)c1=O,3.4,0.8,14,-0.8,-9,-2,-12,-11,-16
COc1cccc(/C=C2\C(=O)C(=O)c3ccccc32)c1,0.2,-0.9,-4,-0.1,-7,-7,36,-2,-15
O=C(CSCc1c(F)cccc1Cl)Nc1ccccc1C(=O)N1CCOCC1,-0.4,1.9,12,0.0,4,-2,-4,1,-18
O=C(NCC(c1ccco1)N1CCN(c2ccc(F)cc2)CC1)c1cccs1 (stereo unspecified),0.8,-1.6,-1,-0.8,-8,.,-31,4,-41
COC(=O)c1cc(S(=O)(=O)NCC(C)c2ccccc2)cn1C (stereo unspecified),2.1,2.7,18,6.1,-18,15,3,3,-4
Cn1cnc(S(=O)(=O)NC2CCN(Cc3ccccc3)CC2)c1,3.2,0.8,-1,0.7,2,-7,1,-4,-8
O=S1(=O)CCN2N=C(C34CC5CC(CC(C5)C3)C4)SC2=N1,0.6,-0.2,-13,-1.1,-11,-6,-15,-12,-9
Cc1ccc(C(=O)NCCn2cc(SCC(=O)Nc3cc(C)on3)c3ccccc32)cc1,2.5,3.1,10,-0.5,-8,2,22,1,-13
CC(C)c1cc(-c2cc(C(=O)Nc3ccccc3)on2)nc(NC2CCCC2)n1,0.5,2.0,12,-0.6,-16,.,43,-9,-12
COc1cc(Cl)c(C)cc1NC(=O)COC(=O)C1CC1C (stereo unspecified),-0.6,-1.3,-6,-2.3,-2,.,5,4,-9
Cn1nccc1-c1coc2c(C(=O)NCc3ccccc3)cccc12,4.7,.,2,.,.,.,0,-13,.
CCOCC(=O)Nc1ncc(S(=O)(=O)c2ccc([N+](=O)[O-])cc2)s1,1.6,7.8,4,4.8,-8,20*,15,10,-3
Cc1ccc(CCC(=O)Nc2ccc(N(C)C)cc2)o1,0.0,-0.5,11,0.0,0,-10,7,-5,-2
COc1ccc(S(=O)(=O)N2CCCC2CNC(=O)C(=O)Nc2ccc(C)cc2)cc1 (stereo unspecified),1.6,1.3,1,-1.1,-1,.,15,-2,-29
NS(=O)(=O)c1ccc(CCNC(=O)CSc2ccc(Cl)cc2)cc1,0.7,7.8,17,3.3,-9,-6,19,-3,35*
Cc1noc(COc2ccccc2OCC(N)=O)c1Cl,0.5,-0.6,0,-0.9,-3,20,6,1,-6
CC(C)(CCl)C(=O)Nc1ccc(C(F)(F)F)cc1,1.0,0.8,0,-2.7,-13,-4,-1,1,-17
Cc1cccc(NC(=S)N2CCCCC2)c1,0.1,0.1,24,-1.4,-3,-2,6,-8,-3
CCNC(=O)c1ccc(OCC(=O)Nc2ccc(F)cc2)c(OC)c1,4.7,0.0,-3,-0.1,-10,-12,-14,1,-14
O=C(CSc1nc2sc3c(c2c(=O)n1-c1ccccc1)CCCC3)N/N=C/c1ccccc1C(=O)O,0.0,0.9,15,1.0,2,-12,.,-3,-15
CCOC(=O)c1sc(NC(=O)CN2C(=O)NC3(CC(C)CC(C)(C)C3)C2=O)cc1C (stereo unspecified),0.6,-0.2,1,-0.1,-10,.,-16,-5,-3
CCOc1ccc(N(CC(=O)N2CCCCCC2)S(C)(=O)=O)cc1,2.1,0.9,21,1.1,-14,5,0,-15,-7
c1ccc(CCCN2CCOCC2)cc1,0.7,.,5,.,.,-18,2,-13,.
CC1(C)OC(=O)N(c2ccccc2)C12C=Cc1c(ccc3ccccc13)O2 (stereo unspecified),-0.2,1.4,-3,-0.9,-9,2,-1,8,18
CC(=O)Nc1ccc(S(=O)(=O)NCC(=O)OCC(=O)NC23CC4CC(CC(C4)C2)C3)cc1,-0.3,0.0,17,-1.0,-7,-9,-13,-3,-10
Cn1c(NCCCN2CCOCC2)nc2c1c(=O)n(Cc1ccc(Cl)c(Cl)c1)c(=O)n2C,1.4,6.9,12,14,-6,-4,-3,0,-11
Cc1ccc(SCc2cc(=O)[nH]c(/N=C(\N)Nc3cccc4ccccc34)n2)cc1,0.6,0.9,17,0.1,-5,3,1,-6,2
CCOC(=O)N1CCN(CC(=O)c2c(C)[nH]c3ccccc23)CC1,0.7,0.1,16,-1.3,-17,-9,-3,-13,7
O=C(NCC(=O)N1CCCC1)NN=Cc1ccccc1O,0.1,.,-4,.,.,.,-4,3,.
CCC(=O)Nc1nnc(/C=C/c2ccc(OC)cc2)s1,2.0,1.2,20,1.9,2,-8,-24,3,-28
CCN(C(=O)COC(=O)CSc1ccc(C(N)=O)cc1[N+](=O)[O-])C1CCCCC1,12,8.5,3,6.6,-9,-11,-2,1,-9

# Complete entries as entered above. Screens in order: CHO-K1 Ca ag | V1aR counter | M1 PAM parental | OXTR ag | OXTR potentiator | GPR7 antagonist | TAAR1 antag | CHO-K1 Ca antag | CHO parental Ca
# Entry for `CC(C)(CCl)C(=O)Nc1ccc(C(F)(F)F)cc1` → 1.0 | 0.8 | 0 | -2.7 | -13 | -4 | -1 | 1 | -17
# Entry for `O=C(NCC(=O)N1CCCC1)NN=Cc1ccccc1O` → 0.1 | . | -4 | . | . | . | -4 | 3 | .
# Entry for `CCOC(=O)c1sc(NC(=O)CN2C(=O)NC3(CC(C)CC(C)(C)C3)C2=O)cc1C` (stereo unspecified) → 0.6 | -0.2 | 1 | -0.1 | -10 | . | -16 | -5 | -3

# (more compounds)
SMILES,CHO-K1 Ca ag,V1aR counter,M1 PAM parental,OXTR ag,OXTR potentiator,GPR7 antagonist,TAAR1 antag,CHO-K1 Ca antag,CHO parental Ca
COc1ccc(C(C#N)(CCC#N)CCC#N)cc1OC,0.2,-0.5,15,-0.3,-5,-15,9,-19,-12
O=C(Nc1nnc(-c2ccncc2)o1)c1ccc(Br)s1,1.0,0.7,7,-1.3,-21,-12,-30,-8,-2
Cc1nc2nc(-c3ccccc3)[nH]n2c(=O)c1C,0.0,0.0,-1,0.0,-5,-8,-16,22,-11
O=C(O)c1ccc(Oc2ccc([N+](=O)[O-])cc2)c([N+](=O)[O-])c1,0.2,.,16,.,.,.,-26,-19,.
CC(=O)Nc1ccc(Oc2ccccc2)cc1,0.2,-0.3,-22,0.6,1,-1,-11,5,5
O=C(CNS(=O)(=O)c1ccccc1)Nc1ccc(C(F)(F)F)cc1,3.6,6.5,-3,7.2,-10,-6,10,-5,-17
O=C(O)c1[nH]nc2c1COc1ccccc1-2,0.6,0.0,4,-0.9,-1,17,-1,-4,1
O=C(CCNC(=O)c1ccccc1Cl)Nc1nnc(C2CC2)s1,0.5,0.2,14,0.0,-4,-2,-24,-7,-12
Cn1c(=O)cc(OCC(=O)NCCC2=CCCCC2)c2ccccc21,1.0,-0.7,16,-1.8,-5,8,6,-9,-13
COc1ccc(N2CSC3=C(C#N)C(c4cc(OC)ccc4OC)CC(=O)N3C2)c(OC)c1 (stereo unspecified),1.1,0.8,-5,0.1,-4,-3,.,-5,-3
C/C(=N\Nc1ccc([N+](=O)[O-])cc1)c1ccc2c(c1)OCO2,1.2,4.5,-3,0.6,-16,15,-10,5,5
COC(=O)c1cc(OC)c(OC)cc1NC(=S)Nc1cccc(C(C)=O)c1,0.2,1.0,17,-0.2,-6,-10,-3,-8,2
CCN(CC)CCn1c(=S)[nH]c2cc(C(=O)N3CC=C(c4ccccc4)CC3)ccc2c1=O,.,0.9,.,3.4,-4,-3,-26,.,-3
O=S(=O)(N/N=C1\CC(c2ccccc2)Oc2ccccc21)c1ccccc1 (stereo unspecified),-0.6,0.4,-6,1.8,-5,-7,5,23,-16
CCOc1ccc(C(=O)CN2CCN(S(=O)(=O)c3ccc(F)cc3)CC2)cc1,0.5,2.2,0,3.0,-7,-7,-3,-2,-12
Cc1ccc(S(=O)(=O)N(C)C)cc1NC(=O)CCc1c[nH]c2ccccc12,3.0,0.2,12,0.4,-10,-12,-8,-13,-18
CCOC(=O)c1c(S(=O)(=O)N(C)Cc2ccccc2)c(C)n(C)c1C,-0.2,-1.7,-10,-1.4,-18,-4,-9,-13,-5
COc1cc(NC(=O)c2c(OC)cccc2OC)ccc1NC(=O)c1cc2ccccc2o1,2.7,1.1,-16,0.3,-1,-8,40,-1,-16
Cc1ccc(C(=O)C2=C(O)C(=O)N(Cc3cccnc3)C2c2ccc(Cl)c(Cl)c2)o1 (stereo unspecified),-0.3,0.1,-30,-0.6,-3,-3,.,12,-27
COc1ccccc1C1(CC(=O)N2CCOCC2)CCOC(C(C)C)C1 (stereo unspecified),0.0,0.1,18,0.0,-4,-12,6,-7,0
CCC1CCCCN1C(=O)CSc1nc2c(c(=O)n1C)SC(C)C2 (stereo unspecified),0.5,0.4,13,-0.8,2,-10,-37,-9,-22
COc1ccc(/C=C(/C#N)C(=O)Nc2cccc([N+](=O)[O-])c2)cc1C(=O)O,1.4,1.0,16,-0.9,-2,7,-25,3,0

# Entries above marked active in GPR7 antagonist:
Structure	OXTR potentiator	GPR7 antagonist	TAAR1 antag
CCOCC(=O)Nc1ncc(S(=O)(=O)c2ccc([N+](=O)[O-])cc2)s1	-8	20*	15
